# M. tuberculosis: growth inhibition of non-replicating M. tuberculosis (AID 488890); Mycobacterium tuberculosis non-replicating, growth inhibition; higher % means a stronger effect; inhibition, % at 25 µM; hits with a dose series show IC50 in µM; 0.39% of 320,000 active; in the data active = a potency from the dose series; inconclusive = inhibition mostly from about 82% at the one dose, without a potency; inactive = the rest, 99 in 100 with inhibition below about 76%;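 note: plate controls were DMSO cells for no effect and high antibiotic wells for full effect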
# inhibitors of VEEV: inhibitors of VEEV TC-83 cytopathic effect, confirmation, Vero cells (AID 588727) | Vero cells, VEEV TC-83 cytopathic effect inhibition; higher % means a stronger effect | one-dose inhibition, % at 20 µM; IC50 in µM for titrated hits | 0.13% of 350,000 active; in the data active = a potency from the dose series; inconclusive = inhibition mostly from about 14% at the one dose, without a potency; inactive = the rest, 99 in 100 with inhibition below about 12%; note: strong numbers were not always called active
# H1N1 NS1A inhibition: NS1A inhibition, H1N1 influenza, cell based functional assay (AID 504329). NS1A functional cell-based assay, percent inhibition; higher % means a stronger effect. inhibition, % at 12.5 µM; hits with a dose series show IC50 in µM. 0.3% of 340,000 active; in the data active = a potency from the dose series; inconclusive = inhibition above about 27% without an active follow-up result; note: strong numbers were not always called active
# H37Rv inhibition: M. tuberculosis growth inhibition, HTS (AID 449762); inhibition, % at 25 µM; hits with a dose series show IC50 in µM; M. tuberculosis H37Rv growth inhibition, 7H9 media; higher % means a stronger effect; 0.59% of 330,000 active; in the data active = a potency from the dose series; inconclusive = inhibition above about 70% without an active follow-up result;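 note: bacterial growth assessed after seven days of incubation; strong numbers were not always called active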
# PhoP GFP inhibition: PhoP regulon inhibitors, Salmonella typhi PhoP promoter GFP reporter, confirmatory (AID 1850); Salmonella Typhi PhoP-promoter GFP reporter, fluorescence, 4 h; higher % means a stronger effect; 0.33% of 310,000 active; inhibition, % at 50 µM; hits with a dose series show IC50 in µM; in the data active = a potency from the dose series; inconclusive = inhibition mostly from about 25% at the one dose, without a potency; inactive = the rest, 99 in 100 with inhibition below about 19%;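 note: 0% = induced wells with vehicle and 100% = uninduced wells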
# inhibitors of VEEV 10K pilot screen: also measured in inhibitors of VEEV; calls as there; inhibition, %; measured here: 10K pilot screen inhibition
# * = called active by the depositor; i = inactive; ? = inconclusive; . = no result given. No enrichment for hits, and some 1.4% of all compounds hit somewhere here.
SMILES,M. tuberculosis,inhibitors of VEEV,H1N1 NS1A inhibition,H37Rv inhibition,PhoP GFP inhibition,others
O=C(CNS(=O)(=O)c1c(F)cccc1F)NC1CCCc2ccccc21 (configuration not stated),-4%,i,-7%,-5%,.,
CCC(Sc1nc(N)c(NC(=O)c2ccc(OC)c(OC)c2)c(=O)[nH]1)C(=O)OC (configuration not stated),18%,0.6%,3%,6%,0%,inhibitors of VEEV 10K pilot screen=0.4
CCC(C(=O)Nc1ccc([N+](=O)[O-])cn1)c1ccccc1 (configuration not stated),30%,1.5%,2%,11%,-7%,
Cc1ccc(C(=O)N2N=C(c3ccc(Br)cc3)CC2c2ccccc2O)cc1 (configuration not stated),56%,0.5%,-22%,18%,-11%,
COC(=O)c1ccc(C23CC4(C2)[C@H](CN(C)[C@@H]4c2ccccc2)C3c2ccc(Cl)nc2)cc1 (some centres not stated),35%,0.2%,5%,13%,-16%,
CCC1CCCCN1C(=O)c1ccc2nc(Cc3ccc(OC)cc3)oc2c1 (configuration not stated),16%,i,-9%,1%,-1%,
COc1ccc(CN(C)CCc2ccccn2)cc1OC,-7%,0.5%,-23%,-14%,-4%,
N=C1c2ccccc2CN1c1ccc(S(=O)(=O)N2CCCCC2)cc1,19%,i,6%,8%,-8%,
CN(C)c1nc(Oc2ccc(OCCOc3ccccc3)nn2)nc(N(C)C)n1,-9%,7.2%,-7%,2%,7%,
COc1ccc(CCNC(=O)c2ccc(SC)cc2OC)cc1,4%,3.1%,-4%,?,6%,

# Reprinted from the part before: 5 compounds; new compounds follow.
SMILES,M. tuberculosis,inhibitors of VEEV,H1N1 NS1A inhibition,H37Rv inhibition,PhoP GFP inhibition,others
CCC1CCCCN1C(=O)c1ccc2nc(Cc3ccc(OC)cc3)oc2c1 (configuration not stated),16%,i,-9%,1%,-1%,
COc1ccc(CN(C)CCc2ccccn2)cc1OC,-7%,0.5%,-23%,-14%,-4%,
N=C1c2ccccc2CN1c1ccc(S(=O)(=O)N2CCCCC2)cc1,19%,i,6%,8%,-8%,
CN(C)c1nc(Oc2ccc(OCCOc3ccccc3)nn2)nc(N(C)C)n1,-9%,7.2%,-7%,2%,7%,
COc1ccc(CCNC(=O)c2ccc(SC)cc2OC)cc1,4%,3.1%,-4%,?,6%,
CCOc1cc(NC(=O)C2CC2)c(OCC)cc1NC(=O)c1ccccc1OCC,26%,12%,-8%,20%,-2%,
CC(C)(C)c1ccc2c(c1)N(CC(=O)O)C(=O)CO2,-1%,2.3%,-2%,-6%,0%,
CCN(CC(=O)Nc1ccc(OC)c(Cl)c1)CC(=O)NC(C)C,-5%,i,0%,-6%,-4%,
O=C(NCc1ccc(OC(F)(F)F)cc1)C1CC(c2ccccc2[N+](=O)[O-])=NO1 (configuration not stated),0%,0.8%,2%,9%,2%,
CN1CCc2cc3c(cc2[C@H]1[C@@H]1OC(=O)c2c1ccc1c2OCO1)OCO3,9%,1.1%,-2%,-1%,-4%,
COc1ccc(/C=C/C(=O)OCC(=O)Nc2cc3oc4ccccc4c3cc2OC)cc1,-1%,.,.,6%,-5%,
Cc1ccc(NC(=O)COc2ncnc3sccc23)cc1S(=O)(=O)N(C)C,8%,1.5%,-1%,-10%,0%,
C=CCOC(Cn1ccnc1)c1ccc(Cl)cc1Cl (configuration not stated),?,i,-9%,?,.,
Cc1ccc2c(c1)N(CCC(=O)NC1CC1)C(=O)C(C)O2 (configuration not stated),-3%,6.4%,-4%,6%,2%,
COc1ccc(CN2CCNC(=O)C2CC(=O)N(C)CC2CCOCC2)cc1OC (configuration not stated),1%,1.0%,-17%,-4%,2%,
O=c1oc2ccccc2c(Nc2cc3ccccc3cc2O)c1[N+](=O)[O-],?,8.4%,11%,?,-6%,
Cc1ccccc1NC(=O)Cn1nnc2c(cnn2-c2ccc(F)cc2)c1=O,-2%,i,-1%,6%,-5%,
CCc1nc(N)c(C#N)c(-c2cccnc2)c1C,-6%,i,-10%,3%,0%,
CC(NC(=O)c1ccccc1F)C1CC1 (configuration not stated),71%,0.3%,5%,-1%,-2%,
Cc1cc(C(=O)CSc2nnc(-c3ccc(Cl)cc3)n2CC2CCCO2)c(C)n1C (configuration not stated),35%,7.1%,6%,6%,-7%,
CC(Sc1nnc(CN2CCCC2)n1Cc1ccccc1)C(=O)Nc1ccc(F)cc1 (configuration not stated),5%,7.0%,17%,-3%,-4%,
CCCCn1c(N)c(N(CC(C)C)C(=O)CCCc2nc3ccccc3c(=O)[nH]2)c(=O)[nH]c1=O,-2%,0.9%,-4%,0%,-4%,
CC(=O)N/C(=C/c1ccc2c(c1)OCO2)C(=O)NCCCO,-13%,1.6%,-3%,2%,13%,
COc1ccc(NC(=O)[C@@H]2CC=C[C@@H]3CCN(Cc4ccc(Cl)c(Cl)c4)C(=O)[C@@H]32)cc1,46%,0.3%,-11%,30%,-8%,
Cc1ccc(C(C)C)c(OCC(=O)NN=C2CCCCCCC2)c1,4%,0.2%,-1%,-5%,-8%,
CCN1CCN(C(=O)c2cc(-c3ccc(Cl)s3)nc3ccccc23)CC1,.,6.8%,-4%,.,.,
Cc1ccc2nc(C)c(C(=O)N/N=C/c3ccco3)cc2c1,-13%,1.3%,-6%,-7%,-4%,
CCOc1ncnc2c1oc1nc(CC(C)C)c3c(c12)CC(C)(C)OC3,22%,i,1%,?,3%,inhibitors of VEEV 10K pilot screen=4.8
COc1ccc(NC2CCCN(C(=O)CCc3ccccc3F)C2)cc1 (configuration not stated),30%,1.5%,6%,7%,5%,
O=C1c2ccccc2-c2cccc(C(=O)N3CCCCCC3)c21,-13%,i,-2%,1%,-1%,
Cc1ccc(F)cc1NS(=O)(=O)c1ccc(Cl)s1,-11%,2.3%,-5%,-3%,.,
COc1ccc(OC(=O)C(C)N2C(=O)c3ccccc3C2=O)cc1 (configuration not stated),i,0.4%,-9%,6%,-4%,
N#C/C(=C\c1cccc([N+](=O)[O-])c1)c1ccccn1,17%,7.4%,4%,6%,1%,
CNC(=O)c1cc(-c2ccc(Cl)cc2)n(-c2ccccc2)n1,7%,i,-26%,-5%,-4%,
CCCc1c2c(cc3c(=O)cc(C(=O)OCC)oc13)CCCC2,?,0.4%,-6%,?,7%,
CN(C)CCCN(C(=O)c1ccco1)c1nc2ccc(Br)cc2s1,39%,5.5%,-8%,-3%,0%,
Cc1ccc(S(=O)(=O)/N=C2/NC(=O)/C(=C/c3cccnc3)S2)cc1,25%,2.1%,2%,-1%,-9%,
CCOc1cc(/C=C2\C(=O)ON=C2c2ccccc2)ccc1OC,-4%,1.1%,-17%,9%,-6%,
COc1ccc(C(=O)NCCNC(C)=O)cc1S(=O)(=O)NCc1ccc(Cl)cc1,3%,i,-7%,-18%,13%,
Cc1cccc(NC(=O)c2cc(=O)c3ccccc3o2)c1,-1%,0.5%,-1%,4%,0%,
CC(C)(C)CC(C)(C)NC(=O)Nc1cccc([N+](=O)[O-])c1,51%,7.8%,-24%,3%,8%,
CC(C)CC(=O)Nc1nnc(SCC(=O)NCc2ccc3c(c2)OCO3)s1,-16%,0.9%,-7%,-14%,3%,
CCC(=O)Nc1ccc(NC(=O)c2cccc(OC)c2)nc1,13%,1.6%,18%,0%,-12%,
CSCCC(NC(=O)c1cccc(S(=O)(=O)N2CCOCC2)c1)C(=O)Nc1ccc(F)cc1 (configuration not stated),6%,0.2%,-2%,3%,-2%,
CCOC(=O)C1CCCN(Cc2nc3ccc([N+](=O)[O-])cc3c(=O)n2-c2ccc(OC)cc2OC)C1 (configuration not stated),22%,8.2%,-25%,-2%,1%,
CN(C)C1=NC[C@H](Cc2ccccc2)N1CCCC1CCCC1,77%,i,-5%,0%,-6%,
CNC(=O)N(O)C1N(C)C(=O)N(CC(=O)OC)C1(C)C (configuration not stated),-5%,i,-15%,0%,1%,
CC(=O)Nc1ccc(S(=O)(=O)N2CCN(c3cc(C)nc4ccccc34)CC2)cc1,10%,i,9%,-4%,7%,
C=CCN1C(=O)C2C3C=CC(C2C1=O)C1C2C(=O)N(CC=C)C(=O)C2C31 (configuration not stated),4%,i,0%,-2%,-7%,
Cc1ccc(CNC(=O)c2cc3c(s2)CS(=O)(=O)C3)cc1,-9%,5.5%,-7%,0%,-3%,
Cn1cnc2nc[nH]c2c1=O,.,0.7%,-22%,.,.,
Cc1cccc2c(=O)cc(C)n(Cc3ccccc3)c12,58%,0.6%,15%,45%,-3%,
O=C1CCCN1c1ccc(C(=O)N(Cc2nnc(-c3ccc(Cl)cc3)o2)C2CC2)cc1,51%,2.1%,-4%,-2%,2%,
O=C(COc1ccc([N+](=O)[O-])cc1)NNC(=O)c1cccnc1,2%,1.6%,-9%,-2%,4%,
COC(=O)Nc1ccc(S(=O)(=O)N2CCCC(C(=O)N3CCOCC3)C2)cc1 (configuration not stated),-14%,1.0%,10%,-3%,14%,

# Ordered by molecular weight (high to low): 5 of the compounds above.
SMILES,M. tuberculosis,inhibitors of VEEV,H1N1 NS1A inhibition,H37Rv inhibition,PhoP GFP inhibition,others
O=C1CCCN1c1ccc(C(=O)N(Cc2nnc(-c3ccc(Cl)cc3)o2)C2CC2)cc1,51%,2.1%,-4%,-2%,2%,
COC(=O)Nc1ccc(S(=O)(=O)N2CCCC(C(=O)N3CCOCC3)C2)cc1 (configuration not stated),-14%,1.0%,10%,-3%,14%,
CN(C)C1=NC[C@H](Cc2ccccc2)N1CCCC1CCCC1,77%,i,-5%,0%,-6%,
CNC(=O)N(O)C1N(C)C(=O)N(CC(=O)OC)C1(C)C (configuration not stated),-5%,i,-15%,0%,1%,
Cc1cccc2c(=O)cc(C)n(Cc3ccccc3)c12,58%,0.6%,15%,45%,-3%,

# The list continues.
SMILES,M. tuberculosis,inhibitors of VEEV,H1N1 NS1A inhibition,H37Rv inhibition,PhoP GFP inhibition,others
Cc1ccc(Cn2c(C3CCCN3c3nc(-c4cc(Cl)c(N)c(Cl)c4)cs3)nc3cc(Cl)c(Cl)cc32)cc1 (configuration not stated),29%,i,6%,6%,7%,
CCOC(=O)c1nn(-c2ccc(Cl)cc2)c2nc(Nc3ccccc3)cc(=O)n12,?,6.0%,-11%,?,2%,
NC(=O)Cn1c(-c2nonc2N)nc2ccccc21,4%,1.4%,-6%,2%,0%,
CN(C)c1ccc(CNCC2CCCO2)cc1 (configuration not stated),-11%,i,-2%,-16%,-6%,
COc1ccc(/C=C2\C(=N)N3N=C(CC(=O)N4CCOCC4)SC3=NC2=O)cc1,-29%,2.3%,2%,-6%,9%,
CC(=O)Nc1ccc(-c2sc(Nc3cccc4ccccc34)n[n+]2-c2ccccc2)cc1,53%,4.7%,-8%,15%,-10%,
COc1cccc(C(=O)NC(=S)Nc2ccccc2N2CCCC2)c1,63%,0.8%,-26%,39%,-12%,
O=S(=O)(c1cc(Cl)ccc1Cl)N1CC2CCCN2c2ccc(C(F)(F)F)cc21 (configuration not stated),13%,0.8%,4%,7%,-6%,inhibitors of VEEV 10K pilot screen=1.8
COc1ccc(/C=C/C(=O)NCc2cn(C)nc2C)cc1COc1ccc(Cl)cc1Br,7%,1.6%,3%,3%,11%,
CC(NC(=O)C1CCC(=O)N1Cc1ccccc1Cl)c1ccccc1 (configuration not stated),11%,0.2%,10%,-5%,-1%,
COc1ccc(CCn2cnc3c([nH]c4ccccc43)c2=O)cc1,-7%,3.4%,-9%,-9%,4%,
CCCCC(CC)C1OCC(C[N+]2(C)CCOCC2)O1 (configuration not stated),20%,2.1%,0%,9%,3%,
O=C(CSc1nnc(SCc2cccc3ccccc23)s1)N/N=C/C=C/c1ccccc1[N+](=O)[O-],1%,0.2%,3%,-3%,5%,
CCN(CC(=O)Nc1c(F)cccc1F)C(=O)CN1C(=O)c2ccccc2C1=O,-1%,3.0%,-3%,0%,2%,
CCN(Cc1ccncc1)Cc1cn[nH]c1-c1cc(OC)c(OC)c(OC)c1,21%,4.2%,-4%,3%,-1%,
Cc1cc(N(C)C)c(C#N)c(N2CCOCC2)n1,-18%,0.8%,-7%,-8%,-1%,
CC(C)C1CC(CCN2CCCCC2)(c2ccccc2)CCO1 (configuration not stated),10%,1.4%,1%,-4%,-12%,
CC(=O)C[C@H](O)CC(=O)[C@H]1OC(=O)[C@H](C)CCCCc2ccccc21,-3%,i,13%,-1%,.,
COCC(=O)Nc1ccccc1-c1ccccc1,-21%,i,-11%,2%,11%,
COc1ccc(CNC(=O)CCC(=O)N2CCN(S(=O)(=O)c3ccc(Cl)cc3)CC2)cc1,17%,0.6%,5%,-4%,-5%,
